# CHRM4 agonist – human M4 muscarinic receptor agonists, primary screen, CHO-K1 cells, Fluo-8 calcium fluorescence. Muscarinic acetylcholine receptor M4 (Homo sapiens), P08173. CHO-K1 hM4/Gqi5; vehicle 0%, full acetylcholine response 100%. activation, % at 3 µM. 360,000 compounds, 0.14% hits;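 active = activation above the run mean over all test wells plus 3 SD, cut at about 32% in these data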;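 note: peak over basal fluorescence ratio per well then scaled between controls; 0% = DMSO wells and 100% = acetylcholine at EC100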
# M5 ag – human M5 muscarinic receptor agonists, primary screen, CHO-K1 cells, Fluo-8 calcium fluorescence; Muscarinic acetylcholine receptor M5 (Homo sapiens), P08912; CHO-K1 hM5 cells; 0% DMSO wells, 100% maximal acetylcholine response; activation, % at 3 µM; 360,000 compounds, 0.19% hits; AID 624037, 2012;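 active = activation above the run's mean over test compounds plus 3 SD, cut at about 23% in these data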;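 note: signal is peak over basal fluorescence ratio across the kinetic read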
# Target sequence (P08912 whole entry, looked up): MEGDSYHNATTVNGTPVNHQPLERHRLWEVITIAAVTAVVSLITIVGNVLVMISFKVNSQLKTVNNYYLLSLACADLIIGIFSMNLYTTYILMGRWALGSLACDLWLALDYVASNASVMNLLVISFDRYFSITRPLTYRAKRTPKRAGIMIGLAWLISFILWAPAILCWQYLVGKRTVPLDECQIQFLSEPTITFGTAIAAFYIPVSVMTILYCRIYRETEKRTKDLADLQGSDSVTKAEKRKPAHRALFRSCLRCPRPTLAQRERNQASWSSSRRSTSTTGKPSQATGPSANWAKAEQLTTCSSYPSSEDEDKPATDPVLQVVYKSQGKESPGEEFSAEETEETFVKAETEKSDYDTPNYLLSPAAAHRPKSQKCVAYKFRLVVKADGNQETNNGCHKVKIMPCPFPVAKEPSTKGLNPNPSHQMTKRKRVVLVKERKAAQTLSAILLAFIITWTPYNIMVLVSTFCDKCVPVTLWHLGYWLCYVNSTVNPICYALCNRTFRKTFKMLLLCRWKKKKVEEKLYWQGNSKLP
# CHRM5 antagonist – human M5 muscarinic receptor antagonists, primary screen, CHO cells, Fluo-8 calcium fluorescence | Muscarinic acetylcholine receptor M5 (Homo sapiens), P08912 | CHO-hM5 cells, ACh EC80 | inhibition, % at 3 µM | 360,000 compounds, 0.59% hits | AID 624040, 2012;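 active = inhibition above a per-plate cutoff, the mean of that plate's test compounds plus 3 SD, cut at about 27% in these data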;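 note: 0% = acetylcholine EC80 with DMSO and 100% = DMSO without agonist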
# M5 PAM – human M5 muscarinic receptor positive allosteric modulators, primary screen, CHO-K1 cells, Fluo-8 calcium fluorescence; Muscarinic acetylcholine receptor M5 (Homo sapiens), P08912; 360,000 compounds, 0.3% hits; CHO-K1 hM5, ACh EC20 PAM; 0% = ACh EC20, 100% = ACh EC100; activation, % at 3 µM;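 active = activation above the run cutoff, the mean activation of all test compounds plus 3 SD, cut at about 18% in these data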
#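 system = human M5 receptor in CHO-K1 cells | reagent = EC20 acetylcholine as agonist stimulus | compound dosing = single-point, 3 µM nominal | incubation = Fluo-8 loading 80 min at 37 °C plus 30 min room temperature | detection = Fluo-8 calcium dye fluorescence, kinetic read | benchmarks = low control EC20 acetylcholine (0%), high control EC100 acetylcholine (100%)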
# CHRM1 PAM – human M1 muscarinic receptor positive allosteric modulators, primary screen, CHO-K1 cells, Fluo-8 calcium fluorescence, 1536-well; activation, % at 3 µM; Muscarinic acetylcholine receptor M1 (Homo sapiens), P11229; CHO-K1 hM1, ACh EC20; 0% = ACh EC20, 100% = maximal ACh; 360,000 compounds, 0.088% hits; AID 588819, 2011; in the data active = activation above about 19%, passing the limit was not always enough
# Target sequence (P11229 whole entry, looked up): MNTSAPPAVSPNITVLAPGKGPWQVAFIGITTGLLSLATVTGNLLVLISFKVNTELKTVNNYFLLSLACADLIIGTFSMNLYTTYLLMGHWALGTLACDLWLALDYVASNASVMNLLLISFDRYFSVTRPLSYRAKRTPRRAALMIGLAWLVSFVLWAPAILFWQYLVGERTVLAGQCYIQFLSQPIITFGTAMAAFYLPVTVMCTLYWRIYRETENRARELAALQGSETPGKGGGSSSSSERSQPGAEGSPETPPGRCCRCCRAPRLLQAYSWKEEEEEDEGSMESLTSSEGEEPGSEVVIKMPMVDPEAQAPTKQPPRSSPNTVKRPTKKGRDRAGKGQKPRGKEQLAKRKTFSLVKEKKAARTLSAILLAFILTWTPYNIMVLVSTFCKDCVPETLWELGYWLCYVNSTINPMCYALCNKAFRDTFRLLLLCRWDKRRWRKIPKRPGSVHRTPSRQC
# CRFR2-BP antag – antagonists of CRF-BP/CRF-R2 complex, primary screen, cell-based, HEK293, calcium dye fluorescence, uHTS; CRF-induced calcium fluorescence; inhibition, % at 11.8 µM; AID 588475, 2011; 350,000 compounds, 0.59% hits;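 active = inhibition of the ligand-induced calcium signal above about 50% at the single tested concentration, limit read from the data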
# CHRM4 PAM – human M4 muscarinic receptor positive allosteric modulators, primary screen, CHO-K1 cells, Fluo-8 calcium fluorescence. CHO-K1 hM4/Gqi5, ACh EC20; 0% = ACh EC20, 100% = maximal ACh. activation, % at 3 µM. 360,000 compounds, 0.4% hits;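 active = activation above its plate's cutoff, the mean activation of sample wells plus 3 SD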; note: some results filed as inactive read as strong as hits
# CRFR2-BP ag – agonists of CRF-BP/CRF-R2 complex, primary screen, cell-based, HEK293, calcium dye fluorescence, uHTS; CRF-binding protein / CRF receptor 2 complex (human); calcium dye fluorescence (FLIPR); percent of saturating CRF peptide response; activation, % at 13.2 µM; 350,000 compounds, 0.46% hits; AID 588473, 2011;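 active = activation of at least 50%, plus an integration ratio under a set limit after plate pattern correction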;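 note: plate controls were neutral control wells without compound for no effect and CRF at EC100 for full effect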
# M4 antag – human M4 muscarinic receptor antagonists, primary screen, CHO cells, Fluo-8 calcium fluorescence. Muscarinic acetylcholine receptor M4 (Homo sapiens), P08173. CHO-hM4 cells, ACh EC80. inhibition, % at 3 µM. 360,000 compounds, 0.73% hits. AID 624125, 2012;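 active = inhibition above its plate's cutoff, the mean inhibition of sample wells plus 3 SD, cut at about 27% in these data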;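 note: 0% = acetylcholine EC80 with DMSO and 100% = DMSO without agonist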
# * hit, by the source's call; / = not tested or not shown.
# The line under a structure holds: CHRM4 agonist, M5 ag, CHRM5 antagonist, M5 PAM, CHRM1 PAM, CRFR2-BP antag, CHRM4 PAM, CRFR2-BP ag, M4 antag
- O=C(N/C(=C\c1ccc([N+](=O)[O-])cc1)C(=O)N1CCCCC1)c1ccco1
 : 1, -2, -4, 0, 16, 6, -1, -1.2, -2
- Cc1cc(C)cc(Cn2c3ccc(NC(=O)NCCc4cccs4)cc3c(=O)n2C)c1
 : 11, 3, 11, -10, -16, /, -11, /, -2
- O=C1Nc2ccccc2C1(c1ccccc1)c1ccccc1
 : -3, -4, -2, -6, 2, -32, -2, 1.6, -6
- COCCn1c(Cc2ccccc2)nnc1SCC(=O)NC(C)C
 : 0, -6, 2, 1, 5, -11, 2, -0.7, 8
- O=C(COC(=O)Cn1[nH]c(=O)c2ccccc2c1=O)Nc1c(Cl)cccc1C(F)(F)F
 : /, -2, 16, -10, 0, -1, -1, -0.9, 9
- CCN(CC)C(=O)CSc1nc2ccc(NC(=O)CSc3nccn3C)cc2s1
 : 7, 0, 8, -9, -4, 6, -11, -0.1, 1
- O=C(Nc1ccc(NC(=O)c2cccs2)cc1)c1ccco1
 : 4, -1, 0, -2, -9, 6, -1, -1.6, 12
- C=CCN(c1ccccc1C(=O)O)S(=O)(=O)/C=C/c1ccccc1
 : 1, 0, 2, 4, 6, -20, 2, 9.9, 5
- CCOC(=O)C1(Cc2ccccc2)CCN(Cc2cc(OC)c3c(c2)OCO3)CC1
 : 5, -5, 13, -10, 5, 7, 4, -1.3, -13
- COc1ccc(C2=CCC3CCCCN3C2)cc1OC (configuration not stated)
 : 0, -1, 7, 3, 5, -3, 2, -0.2, -11
- COc1ccc(C(=O)O)cc1S(=O)(=O)Nc1cccc(C)c1
 : 0, 0, -4, 0, 7, -8, -2, -1.6, 3
- COc1ccc(N2C(=O)C(=O)/C(=C(/O)c3ccc(C)cc3)C2c2cccnc2)cc1 (configuration not stated)
 : 1, 0, 3, -1, 6, 3, 4, -2.6, 1
- COc1ccc([C@H]2N[C@]3(CCCN(Cc4ccc(C(F)(F)F)cc4)C3=O)[C@H]3C(=O)N(C)C(=O)[C@@H]23)cc1
 : 2, -1, 7, 2, 7, -11, 1, -0.6, 1
- COc1cc(OC)c(OC)cc1/C=C/C(=O)c1ccc(NS(=O)(=O)c2ccc(C)cc2)cc1
 : 3, 4, 2, -2, 5, -79, 2, 20, -2
- Cn1cc2cccc([N+](=O)[O-])c2n1
 : 1, 1, 7, -7, 3, 25, -5, -1.9, 6
- O=C(Nc1ccc(Cl)cc1F)c1ccc(-n2cncn2)cc1
 : 0, 1, 8, 0, 11, -6, 9, 2.6, -2
- Cn1ncc(Cl)c1C(=O)N1CCN(S(=O)(=O)c2cccs2)CC1
 : 2, -2, 9, -2, 1, -10, 0, 1.4, 6
- O=[N+]([O-])c1nn(-c2ccc(Cl)cc2)n(O)c1=NCc1ccncc1
 : 4, 0, 8, -9, 0, 3, -15, -1.2, 2
- CC1(c2ccc3c(c2)OCO3)NC(=O)N(CC(=O)Nc2ccccc2)C1=O (configuration not stated)
 : 4, 9, 9, 0, 13, -14, 13, 6.4, -6
- CCn1c(CCNC(=O)c2ccc(Cl)cc2)nnc1SCC(=O)NC1CCCC1
 : 2, 0, -1, -3, 0, 1, 2, -1.0, -7
- CCOC(=O)/C(C(N)=NCCO)=C(/O)c1ccccc1
 : 0, 3, 0, 0, 3, -10, 8, 0.3, -2
- COc1ccc(C(=O)O)c(OC)n1
 : 0, 1, 8, 5, 4, -10, -2, 0.5, -8
- CCOC(=O)N1CCN(C(=O)CN(c2ccc(C)cc2)S(=O)(=O)c2c(C)noc2C)CC1
 : 1, -5, -5, 5, 8, -2, 4, 0.1, -7
- C=CCn1c(COc2ccc(F)cc2)nnc1SCC(=O)N1CC(=O)Nc2ccccc21
 : 3, 1, -3, -2, -1, -3, -6, 3.0, -5
- CCOc1ccc(NC(=O)CCC(=O)NNC(=O)c2ccco2)cc1
 : 1, -5, -5, 5, 4, -3, 2, -0.5, -17
- CC(Nc1nc(-c2ccc(Cl)cc2)cs1)c1nc2cc(Cl)c(N3CCCCC3)cc2n1CCOCCO (configuration not stated)
 : 5, 4, 10, -5, -5, -12, -8, -0.1, 23
- Cc1cccc(C)c1NC(=O)CC(C)c1ccccc1 (configuration not stated)
 : -1, -7, 9, -6, 9, 0, -1, -0.9, -4
- Cn1cnnc1SCC(=O)Nc1ccc(Cl)cn1
 : 1, -3, -9, 2, 4, -12, -4, -0.1, 4
- O=C(c1cc(N2C(=O)C3C4CCC(C4)C3C2=O)ccc1Cl)N1CCCCCC1 (configuration not stated)
 : 14, 2, 14, -4, -1, -2, -8, -0.5, 2
- CCNS(=O)(=O)c1ccc(NC(=O)Nc2ccccc2OC)cc1
 : 3, -4, 4, -9, 2, -13, -1, -0.8, -5

# Single records, from the list above.
# Entry for COc1ccc(C(=O)O)c(OC)n1 = CHRM4 agonist: 0; M5 ag: 1; CHRM5 antagonist: 8; M5 PAM: 5; CHRM1 PAM: 4; CRFR2-BP antag: -10; CHRM4 PAM: -2; CRFR2-BP ag: 0.5; M4 antag: -8
# Entry for O=C(Nc1ccc(NC(=O)c2cccs2)cc1)c1ccco1 = CHRM4 agonist: 4; M5 ag: -1; CHRM5 antagonist: 0; M5 PAM: -2; CHRM1 PAM: -9; CRFR2-BP antag: 6; CHRM4 PAM: -1; CRFR2-BP ag: -1.6; M4 antag: 12
# Entry for Cn1ncc(Cl)c1C(=O)N1CCN(S(=O)(=O)c2cccs2)CC1 = CHRM4 agonist: 2; M5 ag: -2; CHRM5 antagonist: 9; M5 PAM: -2; CHRM1 PAM: 1; CRFR2-BP antag: -10; CHRM4 PAM: 0; CRFR2-BP ag: 1.4; M4 antag: 6

# (listing goes on)
SMILES	CHRM4 agonist	M5 ag	CHRM5 antagonist	M5 PAM	CHRM1 PAM	CRFR2-BP antag	CHRM4 PAM	CRFR2-BP ag	M4 antag
CC(OC(=O)c1ccc2ccccc2n1)C(=O)c1ccccc1 (configuration not stated)	3	1	4	0	4	-9	-6	0.5	-12
CCSc1nnc(NS(=O)(=O)c2ccc(OC)cc2)s1	0	-2	9	1	0	-7	-4	-1.3	15
CC(C)Cc1nnc(NC(=O)CCC(=O)N2CCN(Cc3ccc(Cl)cc3)CC2)s1	5	-2	10	-1	-6	-14	1	2.1	9
CCOCCc1nnc(NC(=O)CCc2ccccc2)s1	-1	-1	7	6	18	3	-4	-0.5	5
COc1ccc(C(CC(=O)N2CCCCC2)c2c(OC)cc(OC)c3c(-c4ccccc4)cc(=O)oc23)cc1 (configuration not stated)	0	-5	11	-4	-2	20	-3	0.1	-2
CCSc1nc2ccccc2n1CC(=O)O	0	1	11	2	11	4	6	1.0	-11
Cc1ccc(C(=O)Nc2ncccc2S(=O)(=O)c2ccccc2)cc1	1	-5	-6	0	12	3	-2	-6.2	-5
COc1ccc(/C=N/Nc2nnc(Cc3ccc(OC)c(OC)c3)c(=O)[nH]2)cc1	0	-4	-12	8	10	33	2	-1.2	-1
Cc1ccc(NC(=O)CCSc2nnnn2-c2ccc3c(c2)OCO3)cc1C	5	-4	14	-4	-12	7	8	1.1	-3
CCCCC(=O)NC(=S)Nc1ccccc1N1CCCCC1	-2	-4	4	12	-6	-60	-1	-1.0	-22
Cc1nnc(SCC(=O)Nc2nc(-c3ccccc3)cs2)n1N	0	2	-6	3	6	-2	-7	-4.3	11
CC(=O)Nc1nnc(-c2c(-c3c(Cl)cccc3Cl)noc2C)o1	2	6	-11	6	1	13	6	3.5	1
CC1(C)CC[C@]2(C(=O)O[C@@H]3OC(CO)[C@@H](O)[C@H](O)[C@H]3O)CC[C@]3(C)C(=CCC4[C@@]5(C)CC[C@H](O[C@@H]6OC(C(=O)O)[C@@H](O)[C@H](O)[C@H]6O)C(C)(C)C5CC[C@]43C)[C@@H]2C1 (some centres not stated)	1	-1	-9	2	9	-78	9	48	-12
CC(=O)c1ccc(OCC(=O)c2cc(C)n(-c3ccc4c(c3)OCO4)c2C)cc1	9	1	17	-16	-9	22	-7	-1.4	4
C=CCCC(=O)Nc1nc(C)c(-c2csc(Nc3ccc(Cl)cc3Cl)n2)s1	1	11	-1	4	8	-20	9	0.7	-3
O=[N+]([O-])c1ccccc1COc1ccc(Cl)c2cccnc12	0	-5	1	0	2	10	7	-0.2	-1
CCc1ccc(CN(C)Cc2nc(-c3cccc(Cl)c3)no2)nc1	1	-3	-4	-5	-1	-7	-19	0.7	6
CCOC(=O)c1ccccc1NC(=O)CC(C)CC(=O)O (configuration not stated)	0	0	-2	0	3	18	3	-2.9	4
CSc1nc(N)c2cn[nH]c2n1	1	1	10	5	9	-14	10	0.1	-9
C/C(=N\Nc1nc2ccccc2[nH]1)c1ccc2c(c1)OCO2	4	2	8	5	0	-2	2	-8.2	-5
COCCCN1C(=O)C(=O)/C(=C(/O)c2ccccc2)C1c1ccc(N(C)C)cc1 (configuration not stated)	1	2	-2	-1	1	35	7	2.0	2
CCN(CC)C(=O)CSc1nnc(CSc2ncccn2)n1C	0	-1	7	0	6	-19	3	0.2	1
O=C(NCc1ccc(F)cc1)c1cnc2sccn2c1=O	1	0	1	-3	3	14	8	3.3	-12
Cc1ccc(C(=O)N(C)c2nnc(-c3ccncc3)s2)cc1	2	-1	11	1	5	-7	-1	0.1	-2
COc1ccc(NC(=O)COc2ccccc2F)cc1S(=O)(=O)N1CCCCC1	5	-2	6	0	14	1	-2	0.3	-2
CC(=O)N1CCN(C(=O)Cn2c(=O)oc3ccccc32)CC1	0	-2	-6	1	4	-27	5	3.7	-5

# Retrieved by compound from the list above:
SMILES	CHRM4 agonist	M5 ag	CHRM5 antagonist	M5 PAM	CHRM1 PAM	CRFR2-BP antag	CHRM4 PAM	CRFR2-BP ag	M4 antag
C=CCn1c(COc2ccc(F)cc2)nnc1SCC(=O)N1CC(=O)Nc2ccccc21	3	1	-3	-2	-1	-3	-6	3.0	-5
O=C(Nc1ccc(Cl)cc1F)c1ccc(-n2cncn2)cc1	0	1	8	0	11	-6	9	2.6	-2
CC(=O)c1ccc(OCC(=O)c2cc(C)n(-c3ccc4c(c3)OCO4)c2C)cc1	9	1	17	-16	-9	22	-7	-1.4	4

# Assay outcomes: PubChem BioAssay, several laboratories
